# Screening results: PubChem, Sanford-Burnham Center for Chemical Genomics
# XBP1 UPR activ: activators of adaptive arm of unfolded protein response (XBP1). CHO-XBP1 luciferase reporter, IRE1-XBP1 UPR activation, luminescence; percent of tunicamycin response, DMSO as zero. activation, % at 20 µM. 330,000 tested, 0.33% active. AID 463104;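 active = versus positive control, 20 µM dose yields 30% or more activation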;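 also: 100% = tunicamycin at 10 µg/mL and 0% = DMSO only wells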
#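 Material: CHO-XBP1 cells stably carrying IRE1-XBP1-driven luciferase reporter | Medium: F12 with 10% serum | Compound dosing: 20 µM single concentration, DMSO 1% | Incubation: Overnight seeding at 37 °C, 6 h compound treatment at 37 °C | Detection: Steady-Glo luminescence read | Read-out basis: % activation of reporter signal versus tunicamycin and DMSO controls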
# Gli-Sufu antag: antagonists of Gli-Sufu signaling | inhibition, % at 5 µM | Sufu-KO-LIGHT fibroblasts, Gli luciferase reporter luminescence | 340,000 tested, 0.74% active;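 active = inhibition above about 55%, limit read from the data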;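 also: 0% = DMSO-treated cells and 100% = wells with medium but no cells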
# Mdm2 MdmX PPI: disrupts the human Mdm2-MdmX interaction; AID 485346; 330,000 tested, 3% active; SaOS-2 split-luciferase Mdm2/MdmX complementation, luminescence; inhibition, % at 8 µM;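 active = inhibition of at least 50% at 8 µM in the primary screen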
# CCR6 antag: CCR6 (human) receptor antagonism | CHO-K1 CCR6 PathHunter beta-arrestin, luminescence, CCL20-stimulated | inhibition, % at 20 µM | 340,000 tested, 0.49% active;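 active = compounds whose inhibition of the agonist-driven luminescence signal at 20 µM reaches about 50%, limit read from the data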;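 also: cells stimulated with CCL20 at 14 nM final; plate controls were DMSO with CCL20 for no effect and DMSO without agonist for full effect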
# Target sequence (P51684 whole entry, looked up): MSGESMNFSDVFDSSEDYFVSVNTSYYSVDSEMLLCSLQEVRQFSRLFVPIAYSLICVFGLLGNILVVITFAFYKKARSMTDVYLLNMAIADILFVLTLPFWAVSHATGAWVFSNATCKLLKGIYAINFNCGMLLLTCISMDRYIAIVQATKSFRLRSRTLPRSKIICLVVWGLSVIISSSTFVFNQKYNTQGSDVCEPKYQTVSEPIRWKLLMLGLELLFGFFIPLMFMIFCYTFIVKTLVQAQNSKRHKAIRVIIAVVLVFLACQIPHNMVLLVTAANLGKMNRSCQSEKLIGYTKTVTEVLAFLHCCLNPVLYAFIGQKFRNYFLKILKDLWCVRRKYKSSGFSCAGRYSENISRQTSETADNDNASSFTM
# EBI2 antag: blocks human EBI2 receptor beta-arrestin signaling; P32249; EBI2 beta-arrestin recruitment, luminescence, 7a,25-OHC stimulated; inhibition, % at 5 µM; 360,000 tested, 0.81% active; in the data active = inhibition above about 38%;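 also: enzyme fragment complementation signal reports receptor beta-arrestin coupling in cells; 0% = agonist plus DMSO wells and 100% = wells without agonist; some results beyond the cut were filed as inactive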
# Target sequence (P32249 whole entry, looked up, the tested form may be a part): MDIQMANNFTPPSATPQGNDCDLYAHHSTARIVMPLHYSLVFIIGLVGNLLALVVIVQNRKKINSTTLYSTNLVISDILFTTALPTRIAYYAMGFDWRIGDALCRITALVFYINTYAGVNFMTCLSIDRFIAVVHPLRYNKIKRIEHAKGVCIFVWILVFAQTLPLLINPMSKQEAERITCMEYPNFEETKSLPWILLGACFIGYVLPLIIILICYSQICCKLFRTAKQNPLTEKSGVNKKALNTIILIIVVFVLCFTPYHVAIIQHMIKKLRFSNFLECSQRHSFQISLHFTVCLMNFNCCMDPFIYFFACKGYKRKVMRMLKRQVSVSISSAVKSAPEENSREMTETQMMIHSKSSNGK
# CXCR6 block: CXCR6 (human) receptor inhibition. O00574. CHO-K1 PathHunter CXCR6 beta-arrestin, luminescence. inhibition, % at 20 µM. 360,000 tested, 0.36% active. AID 602244; in the data active = inhibition above about 34%, passing the limit was not always enough;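 also: antagonist mode with CXCL16 agonist at 10 nM final; 0% = 10 nM CXCL16 with DMSO and 100% = unstimulated wells without agonist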
# Target sequence (O00574 whole entry, looked up): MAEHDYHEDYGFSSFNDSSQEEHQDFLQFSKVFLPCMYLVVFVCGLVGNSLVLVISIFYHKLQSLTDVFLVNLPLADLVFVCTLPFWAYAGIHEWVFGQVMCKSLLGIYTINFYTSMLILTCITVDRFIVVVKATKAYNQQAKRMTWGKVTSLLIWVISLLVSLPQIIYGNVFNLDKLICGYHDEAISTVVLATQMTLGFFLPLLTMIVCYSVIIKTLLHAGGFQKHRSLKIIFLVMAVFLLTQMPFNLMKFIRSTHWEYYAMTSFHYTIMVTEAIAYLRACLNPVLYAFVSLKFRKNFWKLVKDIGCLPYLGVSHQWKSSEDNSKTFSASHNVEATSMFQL
# 697 NFkB inh: inhibitors of the PMA/ionomycin-induced NF-kB reporter in 697 B cells; inhibition, % at 4 µM; 330,000 tested, 0.33% active; 697 B-cell NF-kB luciferase reporter, 16 h; in the data active = inhibition above about 35%
# Jurkat NFkB inh: lowers PMA/ionomycin-induced NF-kB signal in Jurkat cells; PMA/ionomycin-induced NF-kB luciferase reporter, luminescence; inhibition, % at 4 µM; 330,000 tested, 0.53% active; AID 435003; in the data active = inhibition above about 50%
# UPR CHOP act: apoptotic UPR (CHOP) activation; CHO-CHOP luciferase reporter, luminescence; percent of tunicamycin response over DMSO baseline; activation, % at 10 µM; 330,000 tested, 0.34% active;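 active = at 10 µM dose, activation of 40% or more, normalized to positive control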;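 also: 100% = tunicamycin at 10 µg/mL and 0% = DMSO alone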
#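 assay system = CHO CHOP reporter cells | amount = 500 CHO-CHOP cells per well | buffer or medium = F12 with 10% FBS | incubation = 16-18 h cell attachment, then 6 h compound exposure, 37 °C | detection = luminescence read with Steady-Glo | read-out = percent activation relative to tunicamycin control | controls = tunicamycin high control, DMSO low control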
# An asterisk follows results filed as active; / = no result given.
structure	XBP1 UPR activ	Gli-Sufu antag	Mdm2 MdmX PPI	CCR6 antag	EBI2 antag	CXCR6 block	697 NFkB inh	Jurkat NFkB inh	UPR CHOP act
Cc1ccc(NS(=O)(=O)c2ccc(Br)cc2)nc1	-2	-5	3	1	1	-6	1	-11	0.2
Cc1ccc(C(=O)N(CC(C)C)c2c(N)n(Cc3ccccc3)c(=O)[nH]c2=O)o1	1	4	16	3	1	6	13	-4	1.1
COc1ccc(CCNC(=O)CSc2c[nH]c3ccccc23)cc1OC	-2	-3	19	8	1	3	-5	-13	-2.5
COCCn1ccc2c(OCC(=O)Nc3ccccc3OC)cccc2c1=O	-2	-3	32	4	-3	-10	-8	4	0.1
Cc1ccc(SCCC(=O)N/N=C/c2cccnc2)cc1	0	-3	21	-4	10	2	3	-7	-1.3
CCCCN(CCCC)S(=O)(=O)c1ccc(SCC(=O)OCC)c([N+](=O)[O-])c1	-3	1	-1	22	-6	12	-4	-5	-3.0
COc1cc(C(=O)Nc2ccc(NC(=O)C(C)C)nc2)cc(OC)c1OC	-1	3	-6	16	4	1	12	-6	1.1
CCN1CCN(c2ccc(S(=O)(=O)N3CCOCC3)cc2NC(=O)CC(C)C)CC1	-1	3	-1	-1	-21	1	17	13	-0.9
CN(C(=O)COC(=O)c1ccc2ccccc2n1)C1CCCCC1	1	0	27	14	1	0	-11	4	-0.7
COC(=O)[C@]1(C)N[C@H](CN(C)S(=O)(=O)c2ccccc2)[C@@H]2C(=O)N(C)C(=O)[C@@H]21	-1	20	8	-13	-1	-3	14	5	0.0
O=C(CN1C2CCC1CC(NC(=O)NC1CCCCC1)C2)NC1CC1 (configuration not stated)	0	2	-5	2	3	-5	20	-20	1.9
COc1ccc(CCNC(=O)CCNS(=O)(=O)c2cccc3nonc23)cc1OC	-1	3	-10	7	-4	-5	19	-4	-1.3
CC1(C(=O)O)CCC(C(=O)Nc2ccccc2O)C1(C)C (configuration not stated)	1	8	29	-8	-7	2	8	14	-1.6
Cc1nnc(NC(=O)CCNC(=O)c2ccccc2Cl)s1	-2	-1	-2	-4	0	2	6	-10	-2.1
Cc1ccc(NC(=O)Cn2nc([N+](=O)[O-])c(Br)c2C)cc1C	-4	7	19	4	3	7	8	5	0.1
COc1cc(CC2C(=O)OCC2C(=O)c2ccc3c(c2)OCO3)cc(OC)c1OC (configuration not stated)	/	4	/	1	-1	4	/	/	/
CCn1c(SCC(=O)N/N=C/C=C\c2ccccc2[N+](=O)[O-])nnc1-c1ccccc1	1	6	5	17	-11	1	10	1	-1.1
COc1ccc(S(=O)(=O)CC(O)CN2CCCC2=O)cc1 (configuration not stated)	-1	1	-17	-14	-6	3	-10	-14	-3.1
CCOC(=O)N1C2=NC(C(=O)OC)=C(C(=O)OC)[C@@H]3N(C)c4ccc(OC)cc4[C@]23C[C@H]1C(=O)OC	-2	-4	-4	1	-2	5	10	18	0.2
COc1ccc(Cl)cc1-n1c(N)c(C(N)=O)sc1=S	-1	4	-1	2	1	5	15	7	-2.4
C=CCOc1ccc(/C=N\NC(N)=S)cc1	3	0	-1	14	-3	1	-15	2	-0.5
COc1ccccc1NS(=O)(=O)c1cc(NC(=O)c2cnccn2)ccc1N1CCOCC1	-2	-4	-16	14	2	1	-12	-4	1.2
CCC(=NNC(=O)c1cccc(S(=O)(=O)N2CCOCC2)c1)c1ccccc1	0	-4	4	0	-10	-16	3	6	0.1
O=C(CSc1ccc2nnc(-c3ccccn3)n2n1)NCC1CCCO1 (configuration not stated)	-1	2	-5	9	-3	0	-6	2	5.1
CCOC(=O)c1ccc(Oc2cn[nH]c2-c2ccc(OCC(=O)NN)cc2O)cc1	1	-12	10	1	-5	-4	-5	-10	0.5

# 2 records picked at random from the list so far, as already listed:
structure	XBP1 UPR activ	Gli-Sufu antag	Mdm2 MdmX PPI	CCR6 antag	EBI2 antag	CXCR6 block	697 NFkB inh	Jurkat NFkB inh	UPR CHOP act
COCCn1ccc2c(OCC(=O)Nc3ccccc3OC)cccc2c1=O	-2	-3	32	4	-3	-10	-8	4	0.1
C=CCOc1ccc(/C=N\NC(N)=S)cc1	3	0	-1	14	-3	1	-15	2	-0.5

# Continuation.
structure	XBP1 UPR activ	Gli-Sufu antag	Mdm2 MdmX PPI	CCR6 antag	EBI2 antag	CXCR6 block	697 NFkB inh	Jurkat NFkB inh	UPR CHOP act
COCCCNC(=O)Cn1cc(C(C)=O)c2ccccc21	-1	-20	4	-2	0	-12	28	6	-0.7
O=C(CN1C(=O)NC2(CCCC2)C1=O)Nc1nc(-c2ccc(F)cc2)cs1	8	1	-10	-5	-19	-23	-2	-3	1.0
COc1ccc(NC(=O)NC(C(F)(F)F)C(F)(F)F)cc1	0	-9	11	-6	-4	-8	-3	-12	0.1
COc1ccc(-c2c(C(F)(F)F)oc3cc(OCC(=O)Nc4ccccc4C(F)(F)F)ccc3c2=O)cc1OC	/	1	/	-10	-2	2	/	/	/
N/C(=N\OC(=O)CCC1CCCC1)c1ccc(Br)cc1	-2	-14	16	8	-8	-14	10	0	2.0
O=C(NCCN1CCOCC1)c1ccc2c(c1)N(Cc1ccc(Cl)cc1)C(=O)CS2	-4	-3	9	4	3	0	4	5	-0.3
COc1ccc(-c2noc3c2-c2nc(-c4ccccc4F)sc2CC3)cc1	-1	-12	-3	8	4	3	-7	-26	0.1
CCN(CCCNS(=O)(=O)c1ccc2c(c1)CCN2C(C)=O)c1cccc(C)c1	-4	9	18	15	3	-5	-8	14	0.6
CC(C)(C)C(=O)Nc1cc(NC(=O)C(C)(C)C)cc(C(=O)Nc2c[nH]c(=O)[nH]c2=O)c1	-1	-6	16	8	0	-16	2	-11	1.3
CC(=O)Nc1ccc(N2C(=O)CC(Sc3nccc(C)n3)C2=O)cc1 (configuration not stated)	-5	-4	4	3	2	0	9	20	0.7
CCOC(=O)CN(C(=O)CSc1nnc2c(n1)[nH]c1ccc(OC)cc12)c1ccc(F)cc1	6	/	20	-5	-5	10	14	5	1.6
CCOCCCNC(=O)c1cc(-c2ccc(Br)s2)nc2ccccc12	4	-6	2	9	-2	-6	-3	4	-0.9
COC(=O)c1ccc(C[n+]2ccccc2)cc1	-2	25	6	-3	-2	3	-19	-11	0.1
COc1cc(/C=C/C(=O)N2CCN(Cc3ccccc3)CC2)cc(OC)c1OC	3	8	-4	12	61*	4	-12	-15	0.5
COc1ccc(CCN(C)C(=O)CN2C(=O)NC3(CCCCC3C)C2=O)cc1OC (configuration not stated)	4	-1	4	8	-3	-3	11	1	0.7
Cc1ccccc1CSc1nnc(NC(=O)C2COc3ccccc3O2)s1 (configuration not stated)	-2	-4	-1	5	0	-1	-3	-5	1.3
COc1ccc(CN2CCSCC2)cc1C	-4	10	3	-14	0	-4	5	-14	-0.8
O=S(=O)(c1cccc(F)c1)N1CCN(Cc2cc3c(cc2Br)OCCO3)CC1	0	4	9	1	-10	-6	0	4	4.0
O=S(=O)(Nc1ccc2c(c1)nc1n2CCN(Cc2ccccc2)C1)c1ccc(F)cc1	-1	1	9	-3	-2	0	9	-10	-2.1
CCOC(=O)C(C#N)C(c1cccnc1)c1c(C)[nH][nH]c1=O (configuration not stated)	-1	10	-13	-1	-12	-9	-47	-30	-0.2
Cc1ccc(/C=N/n2c(-c3cccnc3)n[nH]c2=S)s1	1	23	14	14	-7	7	-14	12	-0.5
COC(=O)c1ccc(NC(=O)COc2ccc3c(c2)OCO3)cc1	-1	-8	16	5	-16	4	-4	7	-1.2
O=C(COc1ccccc1)N1CCN(c2ncccn2)CC1	-3	-2	11	3	24	-6	-1	-2	-0.4
O=C(NC12CC3CC(CC(C3)C1)C2)c1ccccc1O	3	-1	16	4	-28	0	-20	0	2.4
Cc1ccc(C(C)NC(=O)C2CCCC2)cc1C (configuration not stated)	-2	4	10	3	-8	-8	4	-3	-0.6
Cc1c(C2C(C#N)=C(N)OC3=C2C(=O)CCC3)cnn1C (configuration not stated)	-2	3	-7	-6	-4	-11	-30	-10	1.6
COc1cc(OC)cc(C(=O)OCn2nnc3ccccc3c2=O)c1	1	-3	2	18	-10	-2	-11	0	-1.0
CC(C)CCOP(=O)(c1ccc(N(C)C)cc1)C(O)c1c(Cl)cccc1Cl (configuration not stated)	-4	-1	-4	9	4	-4	9	-4	-0.6
O=C(O)CCN1C(=O)C2C3CC(C2C1=O)C1C(c2ccccc2)c2sc(=O)[nH]c2SC31 (configuration not stated)	16	5	3	-10	-11	-2	-29	-1	-1.4
COc1ccc(N2C(=O)CSC2c2cccs2)cc1 (configuration not stated)	1	-3	-38	1	-8	6	-39	3	3.4
NC(=O)N[C@@H](Cc1c[nH]c2ccccc12)C(=O)OCC(=O)N1CCCCC1	-3	-19	14	14	-17	4	21	0	1.3
OCC1CCCN1C(=S)Nc1ccccc1 (configuration not stated)	-2	-2	1	-11	-1	-7	10	-4	0.3
CC(=O)n1c(-c2ccccc2)c(CO)c2ccccc21	5	-2	-5	-4	-11	-1	8	1	-0.8
O=C(NC1CC1)C1CCN(C2CCN(C(=O)CCOc3ccccc3)CC2)CC1	0	11	3	-4	-1	3	14	-3	-0.3
O=C(NCc1ccco1)C(c1ccncc1)N(C(=O)Cn1nnc2ccccc21)c1ccccc1 (configuration not stated)	0	-14	18	16	3	-8	15	-2	1.0
CC(C)(C)OC(=O)N1CCNc2ccccc2C1	-1	3	-1	6	-6	-1	5	-2	-0.1
O=C(NCc1nc2ccccc2[nH]1)C1=C[C@@H](c2ccccc2)C[C@@H](OCCCCO)O1	1	2	-11	12	-7	-1	-5	1	0.2
COc1ccc(NC(=O)CN2CCCC2c2cccs2)cc1S(=O)(=O)N1CCCCC1 (configuration not stated)	0	3	2	9	4	-12	-4	16	2.1
O=C(NN=C1CCCC1)c1ccc([N+](=O)[O-])cc1	3	3	-31	-8	-5	-4	12	-5	0.4
COc1cc2c(C(F)(F)F)c(-c3ccc(C#N)cc3)oc(=O)c2cc1OC	0	2	-12	6	-1	-14	-1	5	0.9
Cc1cc(NC(=O)CSc2ccc3ccccc3c2)no1	2	3	14	-3	-4	-1	-10	-4	-0.8
CCOC(=O)CC[C@H](NC(=O)Cn1cnc2c(NCc3ccccc3)ncnc21)C(=O)OCC	3	-12	18	26	-9	-11	-2	/	1.0
Cc1nn(CCO)c2ncc(C(=O)c3cc(F)ccc3O)cc12	-6	-27	4	6	0	-2	-4	-4	-0.4
CC1(C)CC(=O)C2=C(C1)NC(=O)CC2c1cc2c(cc1Br)OCO2 (configuration not stated)	-5	2	17	6	6	-3	13	10	0.2
CCn1cnc2c1c(=O)n(CC(=O)N1CCc3ccccc31)c(=O)n2Cc1ccccc1	-2	1	32	7	-9	-9	11	4	-2.0

# Filtered by structure: the entries above with a tert-butyl group.
structure	XBP1 UPR activ	Gli-Sufu antag	Mdm2 MdmX PPI	CCR6 antag	EBI2 antag	CXCR6 block	697 NFkB inh	Jurkat NFkB inh	UPR CHOP act
CC(C)(C)C(=O)Nc1cc(NC(=O)C(C)(C)C)cc(C(=O)Nc2c[nH]c(=O)[nH]c2=O)c1	-1	-6	16	8	0	-16	2	-11	1.3
CC(C)(C)OC(=O)N1CCNc2ccccc2C1	-1	3	-1	6	-6	-1	5	-2	-0.1
